Screening results deposited in PubChem by National Center for Advancing Translational Sciences (NCATS).
uPA surface inh = inhibitors of cell surface uPA generation. 330,000 tested, 0.31% active. Potency, µM (top dose mostly 38.3 µM), without a hit: at the top dose activity change, negative = inhibition, usual class: inhibitors. cell surface uPA generation assay, qHTS; active = well fitted inhibition curve with a large enough effect; inconclusive = small, poorly fitted or top-dose-only effect; inactive = no such curve, though single readings can be large or run the other way; tested in mouse RAW 264.7 cells; also: potency is read from the fitted curve at half-maximal effect; % is scaled to controls: 0 for no effect and ±100 for the full control effect; nearly all actives have a fitted effect of over 55% in size
FBPA coupling cs = inhibits coupling enzyme system, counter-screen for aldolase hits | 290,000 tested, 0.67% active | activity change, negative = inhibition, % at 58.2 µM, hits read low | coupling enzyme system counterscreen, AmpLite Red fluorescence; in the data active = activity change below about -30%; also: % is scaled to controls: 0 for no effect and ±100 for the full control effect
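Activity here indicates interference with the coupling reaction, not aldolase inhibition. Compounds at 57.5 uM final met coupling enzymes for 10 min at RT; substrate and AmpLite Red detection followed, with a 525/598 nm fluorescence read after 20 min.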
KCNH2 3.1 inh = inhibitors of human KCNH2 3.1 potassium channel isoform. U2OS KCNH2 3.1, thallium flux FluxOr; hits give low values. activity change, % (tested at about 1.8 µM). 340,000 tested, 0.95% active;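 active = maximum activity change below -70%; inconclusive = maximum activity change from -70% to -50%; inactive = maximum activity change above -50%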;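 also: thallium influx rate constant from kinetic fluorescence after stimulation buffer; % is scaled to controls: 0 for no effect and ±100 for the full control effect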
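U2OS cells transduced with KCNH2 3.1 mutant virus (1.77 x 10^8 /mL, 4 h), plated overnight at 37 C, loaded 45 min with FluxOr dye plus Red40 quencher. Thallium flux rate constant from kinetic reads after stimulation buffer, normalised to controls.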
RORgamma inh = inhibitors of mouse ROR gamma transcriptional activity; AID 2551; 310,000 tested, 5.4% active; Potency, µM (doses to about 53.6 µM), for inactives: top-dose activity change, negative = inhibition, hits mostly inhibitors; Drosophila S2 Gal4-RORgamma UAS-luciferase reporter, 20 h; also: potency is read from the fitted curve at half-maximal effect; % is scaled to controls: 0 for no effect and ±100 for the full control effect; nearly all actives have a fitted effect of over 60% in size
Target sequence (P51450 whole entry, looked up, the tested form may be a part): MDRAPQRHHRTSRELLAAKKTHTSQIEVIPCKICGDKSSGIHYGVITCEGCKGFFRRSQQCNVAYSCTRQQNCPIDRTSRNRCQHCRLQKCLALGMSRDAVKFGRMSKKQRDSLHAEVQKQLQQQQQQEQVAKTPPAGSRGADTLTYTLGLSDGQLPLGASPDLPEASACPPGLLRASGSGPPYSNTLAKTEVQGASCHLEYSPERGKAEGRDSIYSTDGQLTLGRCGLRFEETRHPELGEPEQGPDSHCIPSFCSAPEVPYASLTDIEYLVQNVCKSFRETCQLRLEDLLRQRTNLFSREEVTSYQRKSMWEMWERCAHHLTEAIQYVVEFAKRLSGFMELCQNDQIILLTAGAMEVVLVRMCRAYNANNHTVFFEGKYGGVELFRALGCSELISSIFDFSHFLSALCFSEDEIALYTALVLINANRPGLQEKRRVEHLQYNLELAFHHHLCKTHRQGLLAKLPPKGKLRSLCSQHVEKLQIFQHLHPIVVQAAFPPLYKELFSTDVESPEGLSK
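Luminescence from a UAS-regulated Photinus luciferase reporter in stably transfected Drosophila Schneider cells is measured; decreased signal marks ROR gamma inhibition. Fusion expression is induced by 700 uM copper sulfate for 20 hr.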
Gal4-VP16 FLuc = Gal4-VP16 reporter inhibition counter-screen; Drosophila S2 Gal4-VP16 UAS-luciferase, luminescence, 20 h; Potency, µM (series often up to 53.6 µM), inactives show at the highest dose activity, negative = inhibition, most hits filed as inhibitors; 310,000 tested, 3.5% active; AID 2546;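 also: Gal4-VP16 expression switched on by copper sulfate through the metallothionein promoter; potency is read from the fitted curve at half-maximal effect; % is scaled to controls: 0 for no effect and ±100 for the full control effect; nearly all actives have a fitted effect of over 50% in size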
Rab9 prom act = Rab9 promoter activation | Potency, µM (top dose mostly 9.22 µM), for the others: at the top dose activation, negative = inhibition, usual class: activators | Huh7 Rab9 promoter-luciferase reporter, luminescence, 24 h | 320,000 tested, 2.8% active; also: potency is read from the fitted curve at half-maximal effect; % of control where 0% means no effect; nearly all actives have a fitted effect of over 60% in size
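Quantitative HTS format; Huh7 Rab9-luciferase reporter cells (1500/well) receive compound 2 h post-plating, incubate 24 h at 37 °C, then get luciferase reagent for 10 min before luminescence reading.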
Giardia killer = kills Giardia lamblia; AID 540267; 340,000 tested, 0.15% active; Giardia lamblia trophozoite viability; activity change, % at 7.66 µM, hits read low; in the data active = activity change below about -80%; inconclusive = between about -30% and that limit;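 also: parasites exposed to compound for two days anaerobically before the ATP read; % is scaled to controls: 0 for no effect and ±100 for the full control effect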
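Giardia trophozoites, 100 cells per well, were exposed to compounds for 48 hrs at 37 deg C under anaerobic conditions; viability was then read as ATP content by bioluminescence after 15-30 min at room temperature.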
NPC1 promoter act = activators of NPC1 promoter | Potency, µM (titrated, usually from 9.22 µM), without a hit: top-dose activation, most hits filed as activators | 320,000 tested, 2.4% active | Huh7 NPC1 promoter luciferase reporter, 24 h;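 also: potency is read from the fitted curve at half-maximal effect; % of control where 0% means no effect; nearly all actives have a fitted effect of over 60% in size; reporter is driven by a mutant NPC1 promoter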
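Luminescence from an NPC1 promoter-driven luciferase reporter in stably transfected Huh7 cells was measured after 24 h compound treatment at 37 °C, followed by 10 min ambient incubation with luciferase detection reagent.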
Tb PFK inh = T. brucei PFK enzyme inhibition; T. brucei PFK, ADP-Glo luminescence; AID 485367; 330,000 tested, 0.17% active; O15648; Potency, µM (titrated, usually from 57.5 µM), for inactives: at the top dose activity, negative = inhibition, usual class: inhibitors;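 also: potency is read from the fitted curve at half-maximal effect; 0% = uninhibited 1x PFK enzyme wells and -100% = no-enzyme wells; nearly all actives have a fitted effect of over 60% in size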
Target sequence (O15648 whole entry, looked up): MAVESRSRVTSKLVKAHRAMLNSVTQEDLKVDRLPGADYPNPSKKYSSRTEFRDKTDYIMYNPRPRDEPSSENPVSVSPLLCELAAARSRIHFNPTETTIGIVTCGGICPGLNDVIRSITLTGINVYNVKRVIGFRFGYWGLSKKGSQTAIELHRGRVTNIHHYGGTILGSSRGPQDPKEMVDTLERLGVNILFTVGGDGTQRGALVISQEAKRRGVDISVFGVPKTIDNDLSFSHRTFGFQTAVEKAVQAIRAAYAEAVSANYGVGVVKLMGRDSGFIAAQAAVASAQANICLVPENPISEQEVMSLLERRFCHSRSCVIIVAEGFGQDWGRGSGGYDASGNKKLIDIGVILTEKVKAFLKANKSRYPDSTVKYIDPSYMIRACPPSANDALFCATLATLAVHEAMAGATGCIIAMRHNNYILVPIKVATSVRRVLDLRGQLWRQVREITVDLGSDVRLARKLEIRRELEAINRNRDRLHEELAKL
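Activity is normalized to no-enzyme wells (full inhibition) and 1.25 nM enzyme wells (no inhibition). Reaction: 0.5 mM F6P, 0.1 mM ATP, 45 min RT, ADP-Glo luminescence; concentration-response curves fitted and classed by quality.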
ELG1 genotox = induces genotoxicity in HEK293T cells with luciferase-tagged ELG1; 330,000 tested, 1.3% active; Potency, µM (doses to about 46 µM), inactives show at the top dose activity change, positive = activation, hits mostly activators; HEK293T ELG1-luciferase reporter, luminescence, 16 h; also: potency is read from the fitted curve at half-maximal effect; % of control where 0% means no effect; nearly all actives have a fitted effect of over 60% in size
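HEK293T cells expressing luciferase-tagged ELG1 were exposed to compound or DMSO vehicle for 16 hr at 37 °C and 5% CO2. Luciferase activity was then measured with ONE-Glo after 30 min at room temperature.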
FLuc counter = firefly luciferase modulation, counter-screen for miR-21 project; purified FLuc, Km substrates, luminescence inhibition; Potency, µM (highest dose often 57.5 µM), inactives show at the top dose activity change, negative = inhibition, usual class: inhibitors; P08659; 360,000 tested, 6.9% active;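 also: potency is read from the fitted curve at half-maximal effect; plate controls were vehicle for no effect and reference inhibitor for full effect; nearly all actives have a fitted effect of over 55% in size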
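Purified P. pyralis luciferase (10nM final) with 10uM D-luciferin and 10uM ATP (Km levels) in 50mM Tris acetate pH 7.5, 10mM Mg acetate, 0.01% Tween-20, 0.05% BSA; qHTS 6-point titration, ~60 µM downward; luminescence read.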
Numbers without * were called inactive; ? = inconclusive; . = no result given; [ ] = remark or other dose. Unless noted, calls follow the shape of the dose curve; as a rule, active = well fitted curve in the direction sought with a large enough effect; inconclusive = small, poorly fitted or top-dose-only effect, or another doubt; inactive = no such curve, though single readings can be large; an effect the other way counts as inactive or inconclusive.

SMILES	uPA surface inh	FBPA coupling cs	KCNH2 3.1 inh	RORgamma inh	Gal4-VP16 FLuc	Rab9 prom act	Giardia killer	NPC1 promoter act	Tb PFK inh	ELG1 genotox	FLuc counter
Cc1ccc(C)c(S(=O)(=O)N2CCN(C(=O)Cc3ccc(S(=O)(=O)N4CCOCC4)s3)CC2)c1	-5.9%	.	-3.3	.	.	-1.8%	-10.0	6.5%	-1.0%	-12.3%	-21.5%
CC(C)(C)NC(=O)NC(=O)COC(=O)c1ccc(OC(F)F)cc1	-5.2%	-0.7	-15.1	-3.1%	-3.9%	0.2%	-8.0	-5.1%	-0.1%	?	3.8%
COc1ccc(-c2nc(CS(=O)(=O)CC(=O)Nc3ccc(Cl)cc3)c(C)o2)cc1	-10.9%	2.4	-16.9	?	-0.1%	-6.9%	10.2	-7.3%	0.5%	-0.6%	?
Cc1nn(CC(=O)N2CCCc3ccccc32)c(C)c1[N+](=O)[O-]	16.3%	2.7	9.4	12.2%	2.7%	1.7%	0.8	-2.3%	0.6%	9.7%	?
CCOC(=O)/C(=N\Nc1ccccc1)S(=O)(=O)c1ccccc1	.	-3.2	5.7	?	?	8.8%	-28.8	8.1%	0.9%	1.0%	-7.6%
Cc1cc(C)nc(Sc2ncnc3sc4c(c23)CCC4)n1	-3.0%	-4.2	-13.7	?	-22.4%	1.4%	-12.3	1.1%	0.8%	-3.7%	-1.7%
COc1ccc(CCNC(=O)c2cc(-c3ccccn3)nc3c(Cl)cccc23)cc1OC	-1.2%	0.7	13.5	-4.8%	-12.0%	0.9%	4.5	0.6%	2.2%	6.7%	0.3%
O=C(Nc1ccncc1)c1cc(S(=O)(=O)N2CCOCC2)ccc1Cl	9.8%	.	-2.6	.	.	-5.7%	-4.9	8.2%	22.4%	-6.5%	4.9%
CC(=O)Nc1ccc(SCC(=O)NC(=O)c2ccc(S(=O)(=O)N(C)C)cc2)cc1	-1.1%	.	10.5	.	.	.	-24.0	.	-1.7%	-0.5%	.
Cc1cc(C)c2nc(N(CCCN(C)C)C(=O)c3ccc4c(c3)CCCC4)sc2c1	5.0%	.	-15.8	.	.	-10.8%	-5.3	-2.7%	-0.7%	-0.3%	-0.5%
COc1ccc(/C(O)=C2/C(=O)C(=O)N(CCCN(C)C)C2c2cccc(Cl)c2)cc1OC (stereo not given)	0.3%	2.7	-38.1	-6.1%	13.0%	3.0%	-15.6	-4.1%	1.3%	2.0%	4.1%
Cc1ccc(Nc2cc(C(=O)NCCCN3CCOCC3)c3ccccc3n2)c(C)c1	0.5%	1.8	.	-3.0%	-1.0%	-2.0%	-10.0	-3.9%	-2.3%	-3.8%	-18.8%
O=S(=O)(/C=C/c1ccccc1)c1ccccc1	-0.2%	-0.5	-16.9	18.3%	-13.3%	14.6%	0.7	7.1%	-0.7%	0.3%	-2.5%
O=C(COC(=O)CNC(=O)c1ccccc1)Nc1cccc(Br)c1	0.7%	-0.9	22.3	-17.1%	-6.8%	-2.3%	-17.7	-1.3%	-3.7%	2.6%	1.7%
O=C(CCC(=O)Nc1nnc(C2CCCCC2)s1)NCc1ccccc1	-1.0%	-1.3	9.1	-33.7%	2.4%	-4.6%	0.8	-4.2%	1.2%	-1.0%	6.1%
CC(=O)Nc1ccc(NC(=O)C(C)Sc2nc3nc(C)cc(C)n3n2)cc1 (stereo not given)	-6.8%	.	15.5	.	.	-6.3%	-2.4	2.9%	-0.1%	9.0%	-19.7%
CCOC(=O)CCCCC(=O)c1[nH]c(=O)[nH]c1CSc1nc(C)cc(=O)[nH]1	11.3%	3.9	-21.1	-36.4%	8.2%	-2.2%	-10.9	-2.0%	-2.0%	-1.8%	-1.6%
CC(C)CC(=O)c1c[nH]c(C(=O)NCc2ccccc2)c1	-3.2%	0.0	14.7	3.4%	-0.1%	-1.5%	-9.3	-7.4%	-2.9%	-3.6%	-1.9%
C=CCNCCCCOc1cccc(Br)c1	-8.2%	-2.8	19.9	-3.7%	-3.4%	-7.8%	6.9	-0.6%	-29.8%	-1.5%	-0.9%
C/C(Cn1cnc([N+](=O)[O-])n1)=N\NC(=O)c1cccnc1	-2.5%	-4.8	14.3	1.6%	-6.6%	-0.1%	-1.5	-1.2%	0.1%	2.2%	-1.2%
CC(=O)Nc1ccc(NC(=O)CC23CC4CC(CC(C4)C2)C3)cc1	2.7%	-1.0	8.1	26.2%	-0.9%	0.4%	7.0	-3.2%	0.7%	3.3%	2.1%
O=C(NCC(c1ccco1)N1CCN(c2ccccc2F)CC1)c1cccs1 (stereo not given)	-3.9%	.	1.7	.	.	3.6%	-2.8	-0.8%	-0.2%	0.9%	-0.3%
COc1ccccc1CC(=O)NNS(=O)(=O)c1ccc([N+](=O)[O-])cc1	0.0%	4.4	-13.3	-19.2%	-7.0%	-3.4%	-2.7	0.1%	-3.8%	0.2%	-1.3%
CC1(NC(=O)/C=C/c2nc3ccccc3s2)CCS(=O)(=O)C1 (stereo not given)	9.1%	.	8.6	.	.	2.0%	-20.0	2.1%	-0.1%	1.1%	?
COC(=O)c1cc2c(ccn2-c2ccc(F)cc2)n1Cc1ccc(OC)cc1	0.0%	-0.4	-6.3	9.6%[10 µM]	-1.0%	2.3%	-1.8	-1.0%	4.6%	7.9%	?
Cc1ccsc1C1C(C#N)=C(N)OC2=C1C(=O)CC(C)(C)C2 (stereo not given)	1.3%	-0.6	4.3	-23.5%	5.0%	8.9%	6.3	-3.1%	20.2%	0.4%	-1.2%
CCOc1cc(NC(=S)NCCc2ccccc2)c(OCC)cc1NC(C)=O	2.9%	-2.4	7.3	11.2µM*	-17.7%	-0.3%	2.5	-0.9%	4.8%	-6.3%	-2.3%
COC(=O)C1CCN(C(=O)COc2ccc(N(C)S(=O)(=O)c3ccc(C)cc3)cc2)CC1	10.9%	.	-13.3	.	.	-3.7%	13.2	-0.2%	-1.8%	-3.9%	-8.0%
CCN(CC)C(=O)Cc1cc(C(=O)O)c2ccccc2n1	6.9%	0.9	6.3	-11.9%	4.8%	10.4%	9.6	2.2%	-1.2%	0.1%	4.4%[2.3 µM]
O=C(NO)c1ccc(OC(F)F)cc1	-6.6%	0.0	-5.7	-35.5%	-4.5%	8.1%	3.6	-6.8%	-2.1%	14.9%	7.5%
COc1ccc(C(=O)CSc2nnc3n2CCCN3C(=O)Nc2ccccc2)cc1	3.6%	-2.7	-6.4	-0.9%	-7.0%	-4.4%	4.1	-0.2%	2.9%	-2.5%	-0.5%
O=C(Nc1ccc2c(c1)OCO2)c1cc(-c2cccc(O)c2)on1	2.1%	0.1	-24.7	7.08µM*	14.1µM*	-2.1%	-2.8	6.5%	-17.2%	9.8%	2.13µM*
CCN(CC)CCCNC(=O)c1cc(Nc2ccc(OC)cc2)nc2ccccc12	2.2%	-0.8	-40.5	-16.2%	-1.0%	0.6%[1.84 µM]	8.0	-4.7%	0.9%	-2.3%	-11.1%
Cc1ccc(C(=O)/C=C2/NC(=O)CS2)cc1	-7.1%	1.2	8.3	?	?	?	-10.0	24.6%	-1.1%	16.6%	6.75µM*
CC(C)C[C@@H](COc1ccccc1)N1CCN(CC(C)C)CCC1=O	5.9%	1.2	-18.1	5.1%	-0.1%	-3.6%	-7.0	-5.3%	1.2%	-0.4%	5.7%
COC(=O)c1ccc2nc(-c3ccc4c(c3)OCO4)cn2c1	-9.6%	-2.1	3.7	?	?	0.1µM*	?	0.224µM*	5.7%	?	0.301µM*
N#Cc1nccnc1N1CCN(C(=O)Nc2ccccc2)CC1	1.8%	0.1	-8.6	19.1%	5.0%	-0.2%	5.4	-2.9%	1.4%	1.0%	0.3%
Cc1ccc(/C=N/n2c(-c3cccc(Cl)c3)n[nH]c2=S)o1	2.3%	-2.1	10.9	5.01µM*	?	-0.4%	-0.6	1.0%	-2.0%	0.5%	-11.0%
O=C(Nc1ccccc1)C1CCCN1C(=O)NCc1ccccc1 (stereo not given)	.	4.1	3.2	-7.7%	-12.0%	-8.4%	0.3	-4.2%	0.4%	0.0%	0.1%
O=C(/C=C/c1ccccc1)NC(NC(=S)Nc1ccc(Cl)cc1)C(Cl)(Cl)Cl (stereo not given)	-8.6%	0.7	-14.9	?	10µM*	1.3%	25.5	-2.2%	1.9%[0.46 µM]	-10.2%	1.9%

An unsorted share of the library. About 14% of those tested had a hit in this group.
